# Bioassay records deposited in PubChem BioAssay by National Center for Advancing Translational Sciences (NCATS).
# IkB signaling – IkB Signaling; ABC-DLBCL IkBa-CBG/CBR dual luciferase ratio, 4 h; response scale: scaled: untreated 0%, proteasome inhibitor 100%; Potency, µM (top dose mostly 57.1 µM), inactives show at the top dose IkBa stabilization activation; 0.04% of 110,000 active; AID 445, 2006; active = well fitted curve in the direction sought with a large enough effect in the signal ratio, not every such curve was filed as active; inconclusive = small, poorly fitted or top-dose-only effect, or a change in a side signal; the % refers to the signal ratio;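 note: the direction sought is a rising ratio; 0% = basal untreated cells and 100% = reference inhibitor full response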
#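 In this assay, an IκBα–CBG68 fusion accumulates when IKK-driven degradation is blocked; native CBR normalizes for cell number. OCI-Ly3 cells were treated 4 h with compound and doxycycline, then green and red light read after Chroma-Glo addition.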
# p53ts 39C tox – qHTS Screen for Compounds that Selectively Target Cancer Cells with p53 Mutations: Cytotoxicity of p53ts Cells at the Nonpermissive Temperature. H1299-p53A138V viability at 39C, ATP luminescence, 24 h. 1.5% of 130,000 active. Potency, µM (top dose mostly 46.1 µM), for inactives: at the top dose activity change, negative = cell killing, usual class: cytotoxic; note: nearly all actives have a fitted effect of over 55% in size
# p53ts 32C kill – qHTS Screen for Compounds that Selectively Target Cancer Cells with p53 Mutations: Cytotoxicity of p53ts Cells at the Permissive Temperature | Potency, µM (highest dose often 46.1 µM), inactives show at the top dose activity change, negative = cytotoxicity, actives largely listed as cytotoxic | H1299-p53A138V at 32C, ATP luminescence viability, 24 h | 0.93% of 130,000 active;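 note: 0% = DMSO and -100% = full killing by reference compound; nearly all actives have a fitted effect of over 55% in size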
#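 H1299-p53 A138V cells (temperature-sensitive p53) exposed 24 h to up to 46 uM compound at 32C, where p53 is wild-type in conformation. Viability read as ATP luminescence and normalised to DMSO and 100 uM tamoxifen. AC50 fitted with the Hill equation.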
# Imprint erasure – qHTS Assay for Compounds that Induce Erasure of Genomic Imprints | mouse ES Peg3-LacZ reporter, beta-gal luminescence, 40 h | Potency, µM (series often up to 60.7 µM), for the others: at the top dose activity change, positive = activation, hits mostly activators | 0.02% of 110,000 active | AID 1948, 2009;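 note: 0% = negative control wells on the plate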
#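 Imprint erasure is scored as LacZ activity from the silenced maternal Peg3 allele in feeder-free female ES cells cultured 40 h with LIF. Luminescence is normalized to in-plate negative controls and fitted to the Hill equation.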
# Numbers without * were called inactive; ? = inconclusive; · = no result given; [ ] = another dose, or the depositor's remark. Unless noted, calls come from the whole dose curve; as a rule, active = well fitted curve in the direction sought with a large enough effect; inconclusive = small, poorly fitted or top-dose-only effect, or another doubt; inactive = no such curve, though single readings can be large; an effect the other way counts as inactive or inconclusive. Unless noted, % is set by controls: 0 for no effect and ±100 for the full control effect; potency is the fitted concentration of half-maximal effect.
SMILES,IkB signaling,p53ts 39C tox,p53ts 32C kill,Imprint erasure
Cc1nc(NCCO)c2nc(-c3ccccc3)n(CC3CCN(C)CC3)c2n1,·,0%,0%,-6%
CCC(C)n1c(=N)c(C(=O)NC2CCCC2)cc2c(=O)n3ccccc3nc21 (stereo not drawn),-0.8%,-2%,-6%,-15%[10.9 µM]
CC1Cn2c(nnc2-c2ccc(F)cc2)S1 (stereo not drawn),-0.4%,-10%,10%,-3%
CCOC(=O)C1CCCN(S(=O)(=O)c2cc(-c3cc(C)no3)ccc2C)C1 (stereo not drawn),-0.9%,-14%,-6%,-2%[10.9 µM]
Cc1occc1-c1nnc(SCC(=O)N2CCN(c3ccccc3)CC2)n1C,2.6%,3%,4%,-10%
O=C(c1ccco1)N1CCC2(CCCN(Cc3ccccc3)C2)CC1,1.6%[11.4 µM],-1%,-6%,·
C=CCn1c(=O)c2ccccc2n2c(SCC(=O)NCCc3ccccc3)nnc12,-1.1%,-3%,9%,-7%
CC(=O)c1cc(-c2ccccc2)n(CCC(=O)NC(C)c2ccccc2)c1C (stereo not drawn),-0.6%,3%,-1%,-17%[10.9 µM]
Cc1ccc(C(=O)NCCCCNC(=O)c2ccc(C)o2)o1,1.9%,-8%,-14%,-5%
CCSc1nnc(CNC(=O)C23CC4CC(CC(C4)C2)C3)n1Cc1ccccc1,·,22%,36%[activator],·
Cc1ccc(CNc2nc3c(S(=O)(=O)c4ccc(C)c(C)c4)nnn3c3ccc(Cl)cc23)cc1,-0.8%,-29%,6%,-12%[10.9 µM]
CCOC(=O)Cc1nnc(NC(=O)CC)s1,-1.8%,2%,5%,-9%
Cc1nn(-c2ccccc2)c2sc(C(=O)Nc3cccc(O)c3)cc12,?,?,?,-3%[10.9 µM]
C=CCNc1nc(-c2c(C)nc3sccn23)cs1,-2.2%,-2%,-11%,-10%
CCCn1cc(SCC(=O)Nc2nnc(C)s2)c2ccccc21,0.6%,43%[activator],-8%,-4%
CCN(C(=O)Cn1c(=O)n(CC2CCC(C(=O)NC)CC2)c(=O)c2sccc21)c1ccccc1 (stereo not drawn),0.6%,6%,4%,-9%[10.9 µM]
Cc1ccccc1-c1nnc(SCC(=O)N2CCCc3ccccc32)o1,?,-19%,-16%,-7%[10.9 µM]
O=C(c1cc2ccccc2oc1=O)N(Cc1ccco1)C1CCS(=O)(=O)C1 (stereo not drawn),13%,11%,1%,1%
Cc1cccc(C)c1NC(=O)C1(NC(=O)C2CCCN2C(=O)OC(C)(C)C)CCCCC1 (stereo not drawn),-0.2%,-8%,8%,?
Cc1c(C)n(C)c2ccc(C(=O)NCCc3ccc(Cl)cc3)cc12,?,-20%,1%,6%[10.9 µM]
Cc1ccc(C2C(C#N)=C(N)Oc3nc(-c4ccccc4)[nH]c32)o1 (stereo not drawn),2.9%,-10%,-6%,-7%
CCc1ccc(C2=C(C)C(N3CCC(C(=O)Nc4ccc(F)cc4)CC3)=NS2(=O)=O)cc1,?,10µM*,?,-10%[10.9 µM]
COc1ccc(OC)c(Nc2ncc3c(n2)CCN(Cc2cc(OC)c(OC)c(OC)c2)C3)c1,-0.7%,-21%,9%,-11%[10.9 µM]
CN1CCN(c2ncc3nc(-c4cn(C)c5ccccc45)c(=O)n(-c4ccccc4)c3n2)CC1,-2.6%[11.4 µM],-7%,-2%,-28%
O=C1Cc2ccccc2C(=O)N1CCc1ccccc1,7.6%,-18%,-16%,-7%
CCCCN(CC)CCNc1ncnc2onc(-c3ccc(Cl)cc3)c12,-0.4%,-3%,1%,-12%[10.9 µM]
O=C(OCC1CCCO1)c1ccc2c(c1)N(Cc1ccccc1F)C(=O)c1ccccc1S2(=O)=O (stereo not drawn),-0.8%,14%,-1%,6%[10.9 µM]
CCOC(=O)N1CCN(C(=O)CS(=O)(=O)c2cn(Cc3ccccc3C)c3ccccc23)CC1,-0.4%,2%,4%,-9%
CCc1nn(CC(=O)NCCc2ccc(SC)cc2)c(=O)c2cc3sccc3n12,0.8%,17%,5%,-12%[10.9 µM]
Cc1ccc(S(=O)(=O)c2c(C)nn(C(C)(C)C)c2OC(=O)C(C)(C)C)cc1,1.4%,7%,-2%,-13%
Cc1cc(C)nc(N2CCC(C(=O)NC3CCCc4ccccc43)CC2)n1 (stereo not drawn),1.2%,8%,8%,-2%
COc1cccc2c1Oc1ncccc1N(C(=O)CCC(=O)NCc1ccc(OC(C)C)cc1)C2,?,-15%,-4%,15%[10.9 µM]
CCOc1ccc(OCCOCCn2c(-c3ccc(Cl)cc3)nc3ccccc3c2=O)cc1,3.3%,-5%,-8%,-6%[10.9 µM]
COc1ccc2oc(-c3ccc(C)c(NC(=O)c4ccc(N5CCCCC5)c([N+](=O)[O-])c4)c3)nc2c1,1.8%,11%,-6%,-14%[10.9 µM]
COc1ccc(C(=O)N2CCC3(CCCN(c4ccccn4)C3)CC2)cc1,3.1%[11.4 µM],7%,3%,·
Nc1cc(C(Cl)=C(Cl)Cl)c(S(N)(=O)=O)cc1S(N)(=O)=O,-0.7%[25.6 µM],2%,-1%,-10%
CN(C(=O)c1oc(=O)c2ccccc2c1-c1ccccc1)c1cccc(Cl)c1,?,?,6%,-12%[10.9 µM]
O=C(c1noc2c1CCCCC2)N1CCN(c2cccc(Cl)c2)CC1,?,-6%,-10%,-6%[10.9 µM]
CC(C)NC(=O)N1CCC2(CC1)CCN(S(=O)(=O)c1ccccc1)CC2,0.4%[11.4 µM],-9%,-6%,·
Cc1cc(NC(=O)c2cnn3c(C(F)F)cc(-c4ccccc4)nc23)no1,0.0%,-4%,-7%,0%
O=C(O)c1cc(NCc2c(F)cccc2Cl)ccc1N1CCOCC1,-0.6%,1%,-17%,-12%
CC(=O)c1ccc(NC(=O)CSc2nnc(NC(=O)Nc3ccccc3)s2)cc1,0.3%,?,13%,-19%[10.9 µM]
COc1ccc(Cn2c(CCC(=O)Nc3ccccc3OC)nc3cccnc32)cc1,2.1%,2%,-17%,-16%[10.9 µM]
COc1ccc(C(=O)NCCSc2ccccn2)cc1,·,-14%,?,·
Cc1ccc(NC(=O)CSc2ncc(S(=O)(=O)c3ccc(C(C)C)cc3)c(=O)[nH]2)cc1C,?,-3%,12%,16%[10.9 µM]
CCCCNC(=O)CCC(=O)Nc1ccc2nc(N3CCOCC3)cc(C)c2c1,-0.2%,-8%,-24%,-25%
O=C(NC1CCCCC1)c1cc(-c2ccco2)on1,?,-16%,-16%,-36%[inhibitor]
Cc1nc2sc(C(c3ccco3)N3CCC(C)CC3)c(O)n2n1 (stereo not drawn),?,?,3%,-27%
CCC(=O)Nc1nnc(S(=O)(=O)N(C)Cc2ccc(Cl)cc2)s1,-0.8%,2%,1%,-3%[10.9 µM]
Cc1c(C(=O)O)oc2ccc(S(=O)(=O)NCc3ccccc3)cc12,-3.2%,3%,-1%,-6%

# Look-ups from the results shown.
# p53ts 32C kill with `Cc1c(C(=O)O)oc2ccc(S(=O)(=O)NCc3ccccc3)cc12` is entered as -1%
# p53ts 32C kill with `O=C(NC1CCCCC1)c1cc(-c2ccco2)on1` is entered as -16%
# Imprint erasure with `CC(=O)c1ccc(NC(=O)CSc2nnc(NC(=O)Nc3ccccc3)s2)cc1` is entered as -19%[10.9 µM]
# p53ts 32C kill with `COc1ccc(Cn2c(CCC(=O)Nc3ccccc3OC)nc3cccnc32)cc1` is entered as -17%

# The list goes on:
SMILES,IkB signaling,p53ts 39C tox,p53ts 32C kill,Imprint erasure
CCCCCCC(C)n1[nH]c(=O)c2c(C)cc(=O)[nH]c21 (stereo not drawn),5.7%,-6%,-7%,7%
Cc1cccc(CN2C(=O)N(c3ccc(C(C)C)cc3)S(=O)(=O)c3ccccc32)c1,0.7%,-20%,3%,-8%[10.9 µM]
S=C(c1ccc(-c2ccccc2Cl)o1)N1CCOCC1,-3.8%,-28%,?,-35%[inhibitor]
COc1ccc(C(=O)CSc2nccc(=O)[nH]2)cc1,-0.1%,-4%,-7%,0%
COc1ccc(NC(=O)C2C(=O)N(C)C3(C)CC2c2ccccc2O3)cc1 (stereo not drawn),4.4%,-15%,5%,-20%
COc1ccccc1-c1ccc2ncnc(N(C)C)c2c1,-1.4%[11.4 µM],-18%,-1%,-22%
O=C(C1CCCCC1)N1CCN(c2ccccc2F)CC1,-2.6%,11%,3%,-20%
COc1cc(S(=O)(=O)Nc2cccnc2)ccc1F,1.5%,4%,4%,-4%
Cc1ccc(C(c2ccccc2)c2c(C)[nH]c3ccccc23)s1 (stereo not drawn),-2.0%,-17%,-6%,10%[10.9 µM]
CNC(=O)CCCN1C(=O)CCn2nc(-c3cn(C)c4ccccc34)cc21,0.6%,-14%,-1%,-13%[10.9 µM]
O=C1CC(SCc2nc3ccccc3[nH]2)C(=O)N1c1cccc(F)c1 (stereo not drawn),?,4%,-5%,-6%
CCN(CCCNC(=O)CCc1nc(-c2ccc(C)cc2)no1)c1cccc(C)c1,?,-19%,15%,-16%
N#Cc1c(NC(=O)c2cc(C3CC3)on2)sc2c1CCC2,-3.9%,-5%,-5%,-25%
COc1cc(S(=O)(=O)Nc2ncccc2C)c(OC)cc1Cl,-1.1%,0%,1%,5%
COc1ccccc1CNC(=O)CCC(=O)N1Cc2ccccc2Oc2ncccc21,-1.7%,47%[activator],6%,-12%[10.9 µM]
O=C(Nc1ccc(OC(F)(F)F)cc1)c1cnc2n(c1=O)CCS2,-2.3%,2%,3%,-17%
CCc1nn(CC(=O)N2CCN(c3cccc(C(F)(F)F)c3)CC2)c(=O)c2cc3occc3n12,?,-7%,-3%,-4%[10.9 µM]
O=C(O)CCSc1nnnn1-c1ccccc1,-1.8%,-3%,-7%,-1%
COCc1nc2ccccc2n1Cc1ccccc1Br,-3.9%,6%,3%,-9%
CCOC(=O)Nc1cc(C)ccc1OC,0.9%,2%,0%,-2%

# Pulled by compound from the entries so far, 6 records:
SMILES,IkB signaling,p53ts 39C tox,p53ts 32C kill,Imprint erasure
CCOC(=O)Nc1cc(C)ccc1OC,0.9%,2%,0%,-2%
COc1ccccc1CNC(=O)CCC(=O)N1Cc2ccccc2Oc2ncccc21,-1.7%,47%[activator],6%,-12%[10.9 µM]
CCc1nn(CC(=O)N2CCN(c3cccc(C(F)(F)F)c3)CC2)c(=O)c2cc3occc3n12,?,-7%,-3%,-4%[10.9 µM]
O=C(O)CCSc1nnnn1-c1ccccc1,-1.8%,-3%,-7%,-1%
COCc1nc2ccccc2n1Cc1ccccc1Br,-3.9%,6%,3%,-9%
O=C(Nc1ccc(OC(F)(F)F)cc1)c1cnc2n(c1=O)CCS2,-2.3%,2%,3%,-17%

# Gathered by group: the entries above containing a tert-butyl group
SMILES,IkB signaling,p53ts 39C tox,p53ts 32C kill,Imprint erasure
Cc1cccc(C)c1NC(=O)C1(NC(=O)C2CCCN2C(=O)OC(C)(C)C)CCCCC1 (stereo not drawn),-0.2%,-8%,8%,?
Cc1ccc(S(=O)(=O)c2c(C)nn(C(C)(C)C)c2OC(=O)C(C)(C)C)cc1,1.4%,7%,-2%,-13%

# Next part
SMILES,IkB signaling,p53ts 39C tox,p53ts 32C kill,Imprint erasure
Cc1ccc(-n2nc3ccc(NC(=O)COc4ccccc4)cc3n2)cc1Cl,-1.6%,-14%,-3%,-2%[10.9 µM]
COc1cc(OC)c(OC)cc1CN1CCc2nc(N3CCN(c4ccccc4F)CC3)ncc2C1,?,-23%,-3%,-7%[10.9 µM]
CCOC(=O)c1c(C)n(C)c2ccc(OC(=O)c3ccoc3)cc12,-0.5%,1%,7%,-2%
COc1ccc(S(=O)(=O)N(C)CC(=O)N2CCC(C(N)=O)CC2)cc1,0.1%,10%,0%,13%
Cn1cccc1Cc1nnc(SCC(=O)Nc2cccc(F)c2)n1CCc1ccccc1,?,-3%,-12%,-8%
CC1Cc2ccccc2C(=O)N1 (stereo not drawn),·,8%,6%,·
COc1ccc(Cl)cc1C(=O)Nc1ccccc1N1CCN(C)CC1,?,-8%,12%,-18%
